High-throughput results (PubChem)
NPYLR7 agonist: mosquito NPYLR7 agonism; HEK293T NPYLR7/Galpha15, GCaMP6s calcium fluorescence; activation, % at 10 µM; 270,000 tested, 0.15% active; in the data active = activation above about 40%;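 also: 0% = vehicle and 100% = reference agonist at the receptor; some compounds past the cut are filed as inactive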
hcGAS lum: human cGAS inhibition | recombinant h-cGAS, ATP depletion, Kinase-Glo luminescence | inhibition, % at 12.5 µM | Q8N884 | 290,000 tested, 0.081% active;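 also: 0% = vehicle reaction and 100% = reaction without DNA for no activity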
Target sequence (Q8N884 whole entry, looked up): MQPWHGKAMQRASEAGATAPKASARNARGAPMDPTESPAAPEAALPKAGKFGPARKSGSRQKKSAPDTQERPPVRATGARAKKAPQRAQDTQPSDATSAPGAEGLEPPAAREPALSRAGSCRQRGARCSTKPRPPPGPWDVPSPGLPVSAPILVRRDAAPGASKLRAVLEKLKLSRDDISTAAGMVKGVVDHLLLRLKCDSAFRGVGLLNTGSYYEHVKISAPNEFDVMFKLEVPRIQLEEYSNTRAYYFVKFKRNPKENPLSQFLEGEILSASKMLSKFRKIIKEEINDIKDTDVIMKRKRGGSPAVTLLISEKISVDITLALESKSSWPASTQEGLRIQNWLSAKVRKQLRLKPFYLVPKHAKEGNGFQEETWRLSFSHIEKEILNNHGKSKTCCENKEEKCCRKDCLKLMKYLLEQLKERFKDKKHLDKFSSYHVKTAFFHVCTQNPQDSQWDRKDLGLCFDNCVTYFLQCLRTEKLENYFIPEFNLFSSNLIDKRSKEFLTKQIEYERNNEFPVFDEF
mcGAS lum: blocks mouse cGAS activity; recombinant cGAS, Kinase-Glo ATP depletion luminescence; Q8C6L5; 160,000 tested, 0.15% active; inhibition, % at 12.5 µM;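 also: 0% = negative control wells and 100% = reference inhibitor with no enzyme activity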
* = called active by the depositor; / = no result given; & = joins results of further samples. Rule as the data show it, unless noted: active = inhibition above about 40%; inactive = the rest. Outcome played no part in choosing rows. About 0.29% of those tested had a hit in this group.

Value order – NPYLR7 agonist, hcGAS lum, mcGAS lum
CCCN(Cc1nc2cc(Cl)ccc2c(=O)[nH]1)C(=O)C(C)(C)Oc1ccc(Cl)cc1
→ 5, -2, /
O=P1(NCCO)C=C(c2ccccc2)SC(c2ccccc2)=C1
→ 3, 1, /
COc1ccc(-c2c[nH]c3ccc(C)cc23)nn1
→ 0, -1, /
C[C@@]12C(=O)N(CC3CC3)c3ccccc3[C@@H]1[C@@H](C(N)=O)CN2C(=O)NCc1ccccc1
→ 11, 0, -7
CCCS(=O)(=O)N[C@H]1CO[C@H]2[C@@H]1OC[C@H]2OC(=O)Nc1cccc(C(F)(F)F)c1
→ -6, -5, -10
COc1ccc2[nH]cc(CC(=O)N3CCC(Cc4ccccn4)CC3)c2c1
→ 6, -4, /
CCC(Sc1nncc2ccccc12)C(=O)NCc1ccccc1 (stereo unspecified)
→ -1, 0, /
O=C(NCCc1ccc(O)cc1)[C@@]12CNC[C@@H]1CN(C1CCCC1)C2
→ 24, -5, /
COc1ccc(C2C3COC(C)OCC3ON2C)cc1OC (stereo unspecified)
→ -2, -4, /
Cc1ccccc1CCNC(=O)c1cn(Cc2cccc(Cl)c2)nn1
→ -1, -8, -9
COc1cc2c(cc1OC)CN(S(=O)(=O)c1ccc(OC)c(N3CCN(C(=O)c4ccc([N+](=O)[O-])o4)CC3)c1)CC2
→ 13, 4, -6
COC(=O)C(C)N1CC2CN(C)C(c3ccccc3)C2C1 (stereo unspecified)
→ 14, -14, /
Cc1onc(-c2ccccc2Cl)c1C(=O)Nc1cccc2nsnc12
→ -9, 0, -5
Nc1nc(N)c2nc(-c3cccc(O)c3)cnc2n1
→ -11, 4, 4
Cc1ccccc1CN1CCC(NCc2cccc3c2OCO3)CC1
→ 7, -12, -7
CC(C)Oc1ccc(Nc2nccc3[nH]c(-c4cnn(C)c4)cc23)cc1
→ 7, -4, -5
CCN1C=C(c2csc(N/N=C\c3ccco3)n2)C(c2ccc(C)cc2)NC1=O (stereo unspecified)
→ 2, -4, /
C=CCNC(=O)CSc1c(C)cnc2c1c(=O)n(C)c(=O)n2C
→ 6, -6, -8
NNC(=O)c1ccncc1
→ -3&-3&-1&-7&2, -2&1&-5&-3&2, -4
COc1ccc(Cc2nnc3n2N(C(C)=O)C(c2ccc(Cl)cc2)=C(C(C)=O)S3)cc1
→ 5, -3, /
COc1cccc(C(=O)NCC2=CCCN(Cc3cnc[nH]3)C2)c1
→ -3, 7, /
c1ccc(CCCN2CCCC3(CCNC3)C2)cc1 (stereo unspecified)
→ 9, -10, /
C=C(C)CN(CC)C(=O)CCc1c(C)nc2ncnn2c1C
→ -3, -2, -14
CC(c1nn2c(Cc3ccccc3)nnc2s1)n1cncn1 (stereo unspecified)
→ 3, -7, /
COc1ccc(S(=O)(=O)N[C@@H]2CC[C@@H](N)C2)c2c1CCCC2
→ 18, -9, -15
CSC1=NCCN1C(=O)c1cc(-c2csc(C)n2)c[nH]1
→ 6&-17, -7&-12, /
O=C(CN(c1cccc([N+](=O)[O-])c1)S(=O)(=O)c1ccccc1)Nc1cccc2ccccc12
→ 7, -2, -6
Cc1nc(C)c(-c2cc(C(=O)NCC(C)C)n[nH]2)s1
→ /, -1, -5
COc1ccc(C2SC(C)C(=O)N2CCO)cc1OC (stereo unspecified)
→ -2, -4, -4
COc1ccc(N(Cc2cc(OC)cc(OC)c2)S(=O)(=O)C(C)C)cc1
→ 3, -6, /

Part of the list above with just hcGAS lum and mcGAS lum:
| molecule | hcGAS lum | mcGAS lum |
| --- | --- | --- |
| CC(C)Oc1ccc(Nc2nccc3[nH]c(-c4cnn(C)c4)cc23)cc1 | -4 | -5 |
| CCN1C=C(c2csc(N/N=C\c3ccco3)n2)C(c2ccc(C)cc2)NC1=O (stereo unspecified) | -4 | / |

The list continues:
Value order – NPYLR7 agonist, hcGAS lum, mcGAS lum
CN1CCC(Cc2noc(-c3ccc(C4CCCO4)s3)n2)CC1 (stereo unspecified)
→ 5, -7, /
Cc1ccc2nc(C)c(NC(=O)c3cccc(C(F)(F)F)c3)c(=O)n2c1
→ 5, -11, /
Cn1ncc2c1CCCC2Nc1nc(-c2ccncc2)nc2c1CCC2 (stereo unspecified)
→ 7, -9, /
CC(C)N(C)Cc1nnnn1CC(=O)N(C)CC1COc2ccccc2O1 (stereo unspecified)
→ 1, -9, /
Cn1ccnc1CNC(=O)N1CCC(c2ccc(F)cc2)C1 (stereo unspecified)
→ -23&1, -8&-1, -4
Cc1nn(C(=O)Cc2ccccc2)c(C)c1Sc1ccccc1[N+](=O)[O-]
→ -1, -5, /
O=C1OC(c2ccccc2Br)=N/C1=C/c1cccnc1
→ 1, -3, -4
Cc1nnc(N2CCN(c3nnc(C)s3)CC2)s1
→ -7, -4, -6
Cc1nn(-c2nc(-c3ccco3)cc(C(F)(F)F)n2)c(C)c1Cl
→ 12, -9, /
CN(Cc1nc(Cc2cccc(C(F)(F)F)c2)no1)CC1COc2ccccc2O1 (stereo unspecified)
→ 4, 1, -8
CC1(C(=O)O)CCCN1C(=O)c1ccc(SC(F)(F)F)cc1 (stereo unspecified)
→ 1, -11, /
CCN(CC(=O)Nc1c(Cl)cccc1Cl)C(=O)c1ccc2c(c1)NC(=O)CS2
→ -1, -2, /
CCc1c(C)nn(-c2ccc(C(=O)NCc3ccco3)cc2)c1C
→ -9, -5, -3
Cn1nccc1C(=O)N1CC(N(CC2CC2)C2CCOCC2)C1
→ /, -1, -3
COCCCn1c(C)cn2c3c(=O)n(C)c(=O)n(C)c3nc12
→ /, -9, -7
Cc1ccc2nc(NC(=O)c3cc(S(=O)(=O)N4CCOCC4)ccc3C)sc2c1
→ 3, 2, -8
CC(C)SC(NC(=O)OCc1ccccc1)C(=O)N1CCCC1c1nnc2c(C(F)(F)F)cccn12 (stereo unspecified)
→ -16, -7, -4
COc1ccc(NC(=O)Cn2c(-c3nnc(CC(C)C)o3)cc3ccccc32)c(OC)c1
→ -4, -6, -10
Clc1c(-c2nnc3n2N=C(c2cccs2)CS3)sc2ccccc12
→ 0, 0, -5
Cn1nnc2c(N3CCN(CC(N)=O)CC3)ncnc21
→ 0, 0, /
Cn1c(SCc2ccc(Br)cc2)n[nH]c1=O
→ -7, 8, 1
CCN1CCN(c2c(CN(C(=O)CCc3ccccc3)C(C)C)c(C)nn2-c2ccccc2)CC1
→ 0, -10, -5
Cc1nc(-c2cccnc2)sc1-c1ccc(SCC(=O)N2CCN(c3ccccc3)CC2)nn1
→ 3, -5, /
CCN(CCN1CCCC1)C(=O)c1cn(C)nc1C
→ 0, -7, -14
O=C1C[C@H]2CC[C@@H](CN1)N2C(=O)c1ccccc1-n1cncn1
→ 24, -2, /
CC1(C)CC(=O)C2=C(C1)OC(=N)C(C#N)C2(C)C (stereo unspecified)
→ -4, -3, -5
CN(Cc1ccccc1)C1CCCN(C(=O)CCCc2ccccc2)C1 (stereo unspecified)
→ 6, -5, -10
C=CCOC(C)C(=O)N1CCCC1c1ncc(-c2cccc(C)c2)[nH]1 (stereo unspecified)
→ 1, -5, /
CN(Cc1ccccn1)S(=O)(=O)c1cnn(-c2ccccc2F)c1
→ 5, -8, /
O=C1CN(CCc2ccccc2F)C2CS(=O)(=O)CC2N1c1cccc(Cl)c1 (stereo unspecified)
→ 6, -9, /

3 successive compounds already listed, for reference:
Value order – NPYLR7 agonist, hcGAS lum, mcGAS lum
C=CCOC(C)C(=O)N1CCCC1c1ncc(-c2cccc(C)c2)[nH]1 (stereo unspecified)
→ 1, -5, /
CN(Cc1ccccn1)S(=O)(=O)c1cnn(-c2ccccc2F)c1
→ 5, -8, /
O=C1CN(CCc2ccccc2F)C2CS(=O)(=O)CC2N1c1cccc(Cl)c1 (stereo unspecified)
→ 6, -9, /

(further entries)
Value order – NPYLR7 agonist, hcGAS lum, mcGAS lum
CN(Cc1ccco1)S(=O)(=O)c1ccc(C(=O)Nc2ncnc3sccc23)cc1
→ 9, -11, /
O=C(C=C1CCCCC1)NCC1CCCN(Cc2cccs2)C1 (stereo unspecified)
→ 9, -7, /
O=C(NCCCc1ccccc1)C1CC(Cc2cccc(F)c2)=NO1 (stereo unspecified)
→ 3, -7, -13
NC1CCN(C(=O)c2cc3n(n2)CCN(Cc2ccccc2)C3)C1 (stereo unspecified)
→ 6, -3, /
NC(=O)Cn1c(CO)cnc1SCc1ccccc1
→ 11, 0, /
Cc1nc2n(n1)C(=O)C(C(c1cccc(Br)c1)N1CC(C)OC(C)C1)S2 (stereo unspecified)
→ -1, 1, -2
Cc1cc(NC(=O)COC(=O)C2=COCCO2)no1
→ -1, 4, /
O=C(O)C1CCc2[nH]nc(C(F)(F)F)c2C1 (stereo unspecified)
→ 3, -8, -13
CN(CC(=O)Nc1ccccc1Cl)Cc1nc2cc(Cl)ccc2n1C
→ 12, -9, /
CCN(C)c1nc(-c2ccccc2)nc2c1CN(C(=O)C(Cl)c1ccccc1)CC2 (stereo unspecified)
→ -7, -11, -3
O=C1NCCC[C@@H]1NC(=O)[C@@H]1CN(C(=O)Nc2ccccc2)CCN1C(=O)c1cnccn1
→ 1, -1, -1
COc1cc2c(cc1-c1nccn1CCc1nc3ccccc3[nH]1)OCO2
→ 0, -3, -8
Cc1nc(SCC(=O)NCC(C)C)c2c(C)c(C)sc2n1
→ 1, -5, /
Cc1ccc(C2(C(F)(F)F)NC(=O)N3N=C(N4CCOCC4)N(c4ccccc4)C3=C2C#N)cc1 (stereo unspecified)
→ -4, 16, /
COCc1nnc(NC(=O)CN2C(=O)c3ccccc3NC2CC(C)C)s1 (stereo unspecified)
→ 3, -7, /

Following part:
Compound	NPYLR7 agonist	hcGAS lum	mcGAS lum
Cc1cc(Oc2ccccc2C(C)C)nc(SCc2ccccc2C)n1	0	-6	-4
Cc1cc(C(F)(F)F)n2nc(N)nc2n1	3	-6	/
CC(c1ccccc1-n1cccn1)n1ccnc1-c1ccco1 (stereo unspecified)	10	-9	/
Cc1ccc(-c2nnn(Cc3ccc(C#N)cc3)n2)cc1	8	-6	/
Cc1cccc2nc(CSc3nnnn3C3CCCC3)cc(=O)n12	2	-2	/
COc1ccc(Nc2nc(-c3ccc(CN(C)C(C)=O)cc3)cs2)cc1	-7	2	2
COc1ccc(-c2nc(-c3ccc(Br)o3)no2)cc1	2	12	/
CN(Cc1ccc(-n2cccn2)cc1)Cc1cnc(N(C)C)nc1	10	5	/
COCC(NC(=O)c1cc(NC(C)=O)ccc1Cl)c1ccnn1C (stereo unspecified)	1	0	2
O=C(COc1ccccc1)N1CCC(n2c(=O)oc3ccc(Cl)cc32)CC1	-9	-4	-6
CCCNC(=O)C(C)NC(=O)c1ccc(Oc2ccc(F)cc2)cc1 (stereo unspecified)	1	-10	/
CN1C(=S)N(CCCN2CCOCC2)C(=O)/C1=C\c1ccc2c(c1)OCO2	17	-6	-7
COc1ccc(SCc2csc(-c3c(F)cccc3F)n2)cc1	24	-6	-5
Cc1cc(N)n(-c2c(Cl)cc(Cl)cc2Cl)n1	4	-4	/
CN(CC(=O)NC1CC1)c1ccc(S(=O)(=O)NCc2ccco2)cn1	-2	-10	/
Cc1cccc(OCC(O)CNC(C)C)c1 (stereo unspecified)	-21	-3	/
O=C(CSc1nnc(-c2cccs2)n1C1CC1)c1ccc(Cl)s1	6	-7	/
Cc1noc(CCCNC(=O)NCc2cc(C#N)ccc2F)n1	1	1	/
CCOC(=O)CCCCCC(=O)N1CCc2c([nH]c3ccc(OC)cc23)C1c1ccc(-c2ccccc2C(F)(F)F)o1 (stereo unspecified)	21	-1	-7
Clc1ccc(Cc2nc(CSc3cccs3)cs2)cc1Cl	24	-9	-6
COc1cccc(CN2CCC2(C)C(=O)Nc2ccc(C)c(O)c2)c1F (stereo unspecified)	3	-13	/
CCc1ccc(C(=O)Nc2c(-c3ccccc3OC)nc3cc(C)ccn23)cc1	-3	-5	-6
Cc1ccccc1Cn1ccnc1CN(C(=O)c1ccc(F)cc1)C1CCCCC1	10	-7	-7
COc1ccc(C)cc1N1CCN(C(=O)COc2ccc(Cl)cc2)C(C)C1=O (stereo unspecified)	-14	0	-4
COc1ccc(CN(C)C(=O)c2cn(CC3CCCO3)nn2)c2cccnc12 (stereo unspecified)	15	-2	/
N#CCCC1(CCC#N)S(=O)(=O)CC(c2ccccc2)CS1(=O)=O	3	-11	-7
COC(=O)c1ccc(C=Nc2c(-c3ccco3)nc3ccccn23)cc1	3	-4	/
Cc1ccc2oc(-c3ccc(Cl)cc3OS(=O)(=O)c3ccc(F)cc3)nc2c1	0	0	-2
COc1ccc(NS(=O)(=O)c2ccc3oc(SCCOc4ccccc4)nc3c2)cc1	11	-17	-3
Cc1ccc(NC(=O)COCC(F)(F)F)c2cccnc12	12	-16	/
COc1cc(-c2cccs2)cc2c1OCCN(C(=O)CCc1cn[nH]c1)C2	28	-3	-15
C=CCN(Cc1ccc(O)c(C)c1)Cc1ccccn1	-2	-2	-12
CNc1cccc(-c2ccc(C#N)cc2)n1	2	-15	/
Cc1ccc(-c2csc(NC(=O)c3ccc4c(c3)CCN4S(C)(=O)=O)n2)cc1C	-2	5	/
